ROMK mod – modulators of human ROMK potassium channel | AID 1918 | P48048 | Tet-inducible ROMK, thallium flux fluorescence; actives lie on both sides | B-score at 10 µM | 2% of 130,000 active;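 active = signal ratio slope over the read window, or its plate-corrected B-score, at least 3 SD from the plate mean, either direction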;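 note: B-score of the F/F0 ratio slope over 7 to 12 s after thallium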
Target sequence (P48048 whole entry, looked up): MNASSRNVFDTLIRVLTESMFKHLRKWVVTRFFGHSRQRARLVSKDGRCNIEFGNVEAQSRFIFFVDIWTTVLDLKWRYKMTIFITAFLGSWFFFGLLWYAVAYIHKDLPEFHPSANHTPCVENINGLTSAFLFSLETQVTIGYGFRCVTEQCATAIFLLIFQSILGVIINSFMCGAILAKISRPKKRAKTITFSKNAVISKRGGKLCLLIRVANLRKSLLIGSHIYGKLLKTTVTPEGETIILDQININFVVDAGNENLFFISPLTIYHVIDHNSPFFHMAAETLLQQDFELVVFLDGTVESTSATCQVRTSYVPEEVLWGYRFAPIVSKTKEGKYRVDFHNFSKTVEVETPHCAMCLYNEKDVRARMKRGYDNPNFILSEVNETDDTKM
TR-FRET SRC-2 ct – TR-FRET artefact, counter-screen to PPARgamma/SRC-2 agonist assay; 0.4% of 200,000 active; hits give high values; AID 1049; TR-FRET ratio at 8 µM; in the data active = TR-FRET ratio above about 2000; note: inactives centre near 1500; reference of the scale not given here
PPARg SRC-2 ag – agonists of SRC-2 recruitment by human PPARgamma. P37231. PPARgamma LBD-SRC-2 recruitment, biochemical. activation, % at 8 µM. 0.34% of 200,000 active. AID 1032; in the data active = activation above about 22%;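 note: 0% = vehicle and 100% = reference agonist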
TLR4 MyD88 comp – blocks binding of human TLR4 to MyD88; HeLa CL3-4 TLR4/MyD88 BLA complementation, FRET ratio; inhibition, % at 8.4 µM; 0.18% of 200,000 active; AID 861; O00206+Q99836; in the data active = inhibition above about 25%;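 note: 0% = vehicle and 100% = reference inhibitor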
bIAP inh – intestinal alkaline phosphatase (bovine) inhibition; purified bovine IAP, CDP-star luminescence, 30 min; inhibition, % at 20 µM; 190,000 tested, under 10 active; AID 1019;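 active = over 50% inhibition of intestinal alkaline phosphatase at 20 µM in the single-dose screen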
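Assay system: bovine IAP enzyme; medium: DEA buffer 100 mM, pH 9.8, with MgCl2 1.0 mM, ZnCl2 0.02 mM; doses: 20 µM single dose; incubation: enzyme reaction for 30 min at room temperature; detection: CDP-star luminescence signal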
PPARg SRC3 recr – PPARgamma-driven SRC-3 recruitment agonism; activation, % at 8 µM; 0.26% of 200,000 active; biochemical PPARgamma/SRC-3 coactivator recruitment assay; P37231; AID 731; in the data active = activation above about 23%;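 note: 0% = DMSO and 100% = reference agonist; some compounds past the cut are filed as inactive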
DTT redox prof – compounds producing H2O2 with reducing agent – biochemical, NIH compound library profiling, artefact control for MLSCN library redox annotation, primary screen | DTT-dependent redox cycling H2O2, phenol red/HRP absorbance; 100% = 100 µM peroxide control, 0% = buffer | activation, % at 10 µM | 0.03% of 200,000 active | AID 878;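 active = activation of at least 50% relative to the plate's high and low controls in the primary single-dose screen; inactive = activation below 50%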;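 note: compound incubated with DTT at 0.8 mM final as the reducing agent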
Lmaj promast – Leishmania major promastigote growth inhibition | inhibition, % at 10 µM | 9% of 200,000 active | Leishmania major promastigotes, resazurin fluorescence viability; in the data active = inhibition above about 50%;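 note: promastigotes grown with compound for 44 hours at 28 °C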
S1P3 antagonist – blocks the human S1P3 receptor | Q99500 | CHO S1P3 NFAT-BLA reporter, FRET fluorescence, antagonist mode | inhibition, % at 4.98 µM | 0.27% of 170,000 active | AID 485;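 active = inhibition above the plate cutoff, the mean inhibition of test wells on that plate plus 3 SD, cut at about 28% in these data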;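 note: cells challenged with S1P at its EC80 of 0.8 µM; blue over green emission ratio from cleaved BLA substrate after 4 h stimulation; 0% = S1P-stimulated wells and 100% = unstimulated DMSO-only wells; some compounds past the cut are filed as inactive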
Target sequence (Q99500 whole entry, looked up): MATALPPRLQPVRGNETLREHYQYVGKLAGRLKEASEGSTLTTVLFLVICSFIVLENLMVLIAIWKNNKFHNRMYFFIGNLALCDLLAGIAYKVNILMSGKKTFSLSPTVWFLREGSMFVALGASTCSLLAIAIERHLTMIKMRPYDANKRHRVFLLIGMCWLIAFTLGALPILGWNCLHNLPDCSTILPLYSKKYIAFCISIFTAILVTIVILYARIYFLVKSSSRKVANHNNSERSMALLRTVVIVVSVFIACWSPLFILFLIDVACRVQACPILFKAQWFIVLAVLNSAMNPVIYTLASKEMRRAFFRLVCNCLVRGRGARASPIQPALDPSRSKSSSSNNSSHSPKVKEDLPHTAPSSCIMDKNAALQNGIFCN
bIAP act – increases bovine intestinal alkaline phosphatase activity; purified bovine IAP, CDP-star luminescence, 30 min; hits give high values; fold of DMSO-control signal, blank-subtracted; activation factor at 20 µM; 0.17% of 200,000 active; AID 1016;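 active = activation factor of 2 or more at 20 µM, a signal rise over negative controls twice the positive control's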
PPARg SRC-1 ag – PPARgamma-driven SRC-1 recruitment agonism | PPARgamma-SRC-1 coactivator recruitment biochemical assay | P37231 | AID 631 | 0.41% of 200,000 active | activation, % at 8 µM; in the data active = activation above about 19%;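 note: 0% = DMSO and 100% = reference agonist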
Active calls of the source: *; . = not tested or not shown.

SMILES	ROMK mod	TR-FRET SRC-2 ct	PPARg SRC-2 ag	TLR4 MyD88 comp	bIAP inh	PPARg SRC3 recr	DTT redox prof	Lmaj promast	S1P3 antagonist	bIAP act	PPARg SRC-1 ag
COc1ccc(N2Cc3cccc(C(=O)NC(C)CCc4ccco4)c3C2=O)cc1 (stereo not given)	.	1669	-1.3	2.0	-7.0	-6.3	-1.0	-2.9	-4.2	1.1	0.3
CCC(/C=N/NC(=O)c1ccccc1F)CC	.	1702	5.9	-4.6	-3.2	4.7	-0.1	-7.7	13.0	1	6.1
COc1ccc(NC(C)=O)cc1NC(C)C(=O)Nc1ccccc1F (stereo not given)	.	1559	1.2	0.6	7.7	-2.5	2.0	-2.9	-7.0	0.9	-2.3
COc1cccc(N2CCN(C3C4CC5CC(C4)CC3C5)CC2)c1 (stereo not given)	.	1511	3.8	-2.6	9.2	7.3	-14.1	2.5	.	0.9	5.9
CCOC(=O)C1=C(O)/C(=C\c2cc(C)n(-c3ccccc3F)c2C)N=C1C	1.85	1521	-6.0	-8.3	15.5	-0.6	0.2	35.5	-13.4	0.8	-4.5
CC(C)(C)n1ncc(Oc2ccc(Oc3cnn(C(C)(C)C)c(=O)c3Cl)cc2)c(Cl)c1=O	0.354	1420	-2.6	0.3	.	-13.4	0.1	-6.7	.	.	-4.4
CCCSCC(=O)Nc1ncc2c(n1)-c1ccccc1CC2	-2.02	1686	1.8	-14.4	-13.0	-0.8	-1.4	6.9	-30.3	1.1	14.5
COc1ccccc1CN1C[C@@H]2C[C@@H](C3=Cc4cc(Cl)ccc4OC3)N3CCC[C@@]23C1=O	-3.22*	1535	5.4	-11.1	-26.1	2.9	-0.9	32.1	-13.5	1.3	15.6
COc1ccccc1N1CCN(C(=O)c2oc3cc(C)c(C)cc3c2C)CC1	.	1804	7.3	-8.2	6.6	7.8	0.3	1.0	27.2	0.9	7.8
COc1ccc(/C=N/N2CCOCC2)cc1COc1ccc(F)cc1	0.298	1759	-2.8	1.9	-9.6	2.9	-0.8	3.1	-5.7	1.1	9.8
Cc1ccc(OCC(=O)N/N=C/c2ccncc2)cc1	.	1439	4.8	-4.7	0.2	-3.4	-7.4	-2.7	.	1	-2.6
CCS(=O)(=O)Nc1ccc(C2=NN(S(=O)(=O)c3ccc(F)cc3)C(c3ccco3)C2)cc1 (stereo not given)	0.117	1435	-0.7	6.9	7.2	6.1	-0.1	19.8	.	0.9	-1.1
Cc1c(C(=O)c2no[n+]([O-])c2C(=O)c2cnn(C)c2C)cnn1C	.	1534	16.0	-14.1	6.5	6.8	2.9	-4.7	-11.1	0.9	3.5
CC(=O)c1ccc(NC(=O)c2cc(Cl)sc2Cl)cc1	.	1425	2.6	0.3	9.7	0.3	0.4	-2.5	-0.5	0.9	0.1
COC(=O)C(CCSC)NC(=O)Cn1ncc2c(=O)oc3ccccc3c21 (stereo not given)	.	1707	0.4	-9.7	7.2	11.9	-1.9	-1.2	.	0.9	0.1
Cc1ccc(NC(=O)CCC(=O)NNC(=O)NC23CC4CC(CC(C4)C2)C3)cc1C	0.148	1561	2.3	5.9	-2.9	6.6	-0.3	-1.4	-9.9	1	1.6
CCCSc1nc(C)c(-c2csc(C(C#N)=C3CCCC3)n2)cc1C#N	.	1550	-0.8	-6.6	11.9	13.2	2.6	28.6	-7.1	0.9	6.4
CC(=O)/C(N=Nc1ccc2c(c1)OCCO2)=C(\C)O	-0.512	1778	5.4	1.9	3.7	1.6	-1.0	-8.9	0.9	1	-0.7
CCN(CC)CCn1c(NCc2cccc(OC)c2OC)nc2ccccc21	-1.25	1579	-4.0	3.3	-1.3	2.7	-0.1	18.9	.	1	5.6
Nc1ccccc1SCc1cc([N+](=O)[O-])cc2c1OCOC2	.	1538	1.0	0.4	17.6	14.0	2.6	14.6	.	0.8	-3.0
COc1ccc(NC(=S)NC2CC3CCCC(C2)N3C2CC2)cc1 (stereo not given)	-0.135	1540	2.6	8.7	5.2	4.6	-1.5	19.1	-3.2	0.9	-0.8
Cc1c(Cl)cccc1-n1nnnc1-c1cccs1	.	1626	0.6	-0.5	44.0	-3.9	-1.1	8.8	3.8	0.6	13.9
Cc1ccc2c(c1)N(CC(=O)NCC1CCCO1)C(=O)C(C)O2 (stereo not given)	.	1326	-8.1	7.9	10.5	-4.9	-3.6	-4.8	.	0.9	-6.8
C=CCn1cc(F)c(=O)n(CC=C)c1=O	0.298	1631	2.3	-14.3	6.6	5.7	0.4	-0.6	-15.0	0.9	11.6
Cc1nnc(NC(=O)c2c(F)cccc2F)s1	.	1432	-1.2	-1.0	8.8	-9.0	-0.8	-9.1	.	0.9	7.4

Single values from the entries so far:
Nc1ccccc1SCc1cc([N+](=O)[O-])cc2c1OCOC2 – PPARg SRC3 recr = 14.0
CC(=O)c1ccc(NC(=O)c2cc(Cl)sc2Cl)cc1 – TR-FRET SRC-2 ct = 1425
Cc1ccc(NC(=O)CCC(=O)NNC(=O)NC23CC4CC(CC(C4)C2)C3)cc1C – ROMK mod = 0.148

More results:
SMILES	ROMK mod	TR-FRET SRC-2 ct	PPARg SRC-2 ag	TLR4 MyD88 comp	bIAP inh	PPARg SRC3 recr	DTT redox prof	Lmaj promast	S1P3 antagonist	bIAP act	PPARg SRC-1 ag
O=C(NCCO[N+](=O)[O-])c1cccnc1	.	1365	3.1	.	-7.2	0.2	.	.	-3.0	1.1	-8.6
CCCCN(CC)Cc1ccc(CNC(=O)Nc2ccc(F)cc2)o1	-0.746	1425	8.5	-12.0	-15.0	-0.1	0.2	98.3*	.	1.1	4.9
O=C(NCCc1cccc(Cl)c1)c1cccc([N+](=O)[O-])c1	0.0484	1494	0.7	-21.8	8.1	4.6	-0.1	8.0	-1.6	0.9	-0.1
Cc1cc(C(=O)CSc2cccc[n+]2[O-])c(C)n1-c1ccccc1	2.2	1576	1.9	-14.6	-19.6	4.7	-0.5	1.9	-1.7	1.2	1.4
O=C(CCN1C(=O)c2ccccc2C1=O)Nc1sc2c(c1C(=O)NCc1ccco1)CCCC2	-2.32	1511	4.7	5.3	-9.8	-2.8	-0.3	-5.0	.	1.1	5.2
COC(=O)C1=C(C)N(c2cccc(C)c2)C(=O)/C1=C\c1cccs1	.	1549	0.2	-4.0	8.8	-1.6	-3.6	15.8	.	0.9	4.1
CCOC(=O)C1CCCN(c2c(NCCCN(CC)c3ccccc3)c(=O)c2=O)C1 (stereo not given)	-0.602	1596	0.0	-0.8	-2.2	12.4	2.5	1.3	-21.3	1	8.8
O=C(CNC(=O)c1ccc(Cl)cc1)Nc1ccccc1C(F)(F)F	.	1465	12.8	-0.5	-2.5	1.1	0.7	-5.8	-16.0	1	-2.6
O=C(COc1ncnc2c(Cl)cc(Cl)cc12)N1CCCCC1	0.452	1603	-3.8	-3.9	7.7	-15.0	-0.4	1.4	-40.3	0.9	-1.9
COc1ccc(C/C(C)=N/NC(=O)c2cccnc2)cc1	0.176	1463	-2.9	7.7	-1.1	-2.7	0.0	-11.3	1.4	1	-2.9
COc1ccc(NC(=S)N(CCO)Cc2ccccc2)cc1	0.13	1486	2.6	-25.5	13.7	2.3	-0.5	-7.4	1.3	0.9	9.9
CS(=O)(=O)N1CCN(C(=O)c2cc(-c3ccccc3)nc3ccccc23)CC1	0.128	1454	-2.6	23.6	0.0	-3.8	0.5	9.7	.	1	6.1
O=C(OCCCN1CCCCC1)c1ccc(O)cc1	.	1501	6.5	12.2	-11.1	5.7	2.4	8.6	-9.7	1.1	3.0
CCOC(=O)C1CCCN(c2c(NCCCN(C)Cc3ccccc3)c(=O)c2=O)C1 (stereo not given)	0.435	1525	-7.3	11.8	-2.4	-8.6	2.6	-3.3	0.0	1	6.2
Cc1ccc2[nH]c(=O)cc(C(=O)OCC(=O)c3ccccc3)c2c1	-0.0619	1480	1.7	7.3	13.1	-1.1	-0.6	2.1	0.3	0.9	-5.0
CCCc1c(C)[nH]c2ccc(NC(C)=O)cc2c1=O	.	1462	5.6	-0.4	-7.0	-12.7	1.7	-0.8	.	1.1	1.7
COc1ccc(CCN(Cc2ccccn2)C(=S)Nc2ccccc2Cl)cc1OC	-0.295	1750	0.2	-17.8	-2.2	1.1	-0.7	3.2	1.2	1	5.6
Cc1cc(N(CC(=O)NC(C)C)S(C)(=O)=O)ccc1Br	-0.702	1550	-7.9	1.9	-40.8	-0.1	-0.6	10.8	-9.4	1.4	4.5
COCCN1C(=O)C(O)=C(C(C)=O)C1c1ccc(F)cc1 (stereo not given)	1.75	1607	-5.2	-3.4	0.3	4.0	2.1	-2.5	-3.5	1	0.4
O=C(CN(C(=O)CSc1nc2ccccc2o1)c1ccccc1F)NC1CCCCC1	-1.18	1554	0.1	-1.9	16.5	-0.8	0.5	65.4*	0.8	0.8	-4.9
CCOc1ncccc1C(=O)OCC(=O)Nc1cc(C)ccc1C	.	1449	-2.6	-2.6	1.5	-8.2	-3.9	-6.8	.	1	0.2
O=C(c1cc(COc2ccc3ncccc3c2)on1)N1CCCCCC1	-1.21	1484	8.0	-5.7	-18.7	4.3	-0.6	6.7	6.1	1.2	2.8
CCCC(C(=O)NC1CCCC1)N(CC1CCCO1)C(=O)c1snc(C(N)=O)c1N (stereo not given)	1.28	1432	-2.9	2.2	1.8	-0.9	0.1	4.9	3.8	1	6.8
Cc1nn(C)c(N)c1C(O)(c1nccn1C)C(F)(F)F (stereo not given)	.	1585	6.0	-8.0	-3.7	3.2	-0.6	-3.1	1.5	1	2.8
O=C(NNC(=S)NC(=O)c1cccnc1)c1ccc(Cl)cc1	.	1560	15.6	2.4	-50.3	5.7	1.3	31.0	.	1.5	-0.1
O=C(Nc1sccc1C(=O)N1CCOCC1)c1cccnc1	.	1483	7.3	-0.4	11.6	5.7	2.0	-5.2	-3.8	0.9	-2.6
O=C(CCn1nc(-c2ccccc2)c2ccccc2c1=O)NCC1CCCO1 (stereo not given)	0.332	1569	-1.6	6.1	-7.3	-2.3	-1.0	-5.1	-14.9	1.1	2.3

A second format for 2 compounds above:
CCN(CC)CCn1c(NCc2cccc(OC)c2OC)nc2ccccc21
  ROMK mod = -1.25	TR-FRET SRC-2 ct = 1579	PPARg SRC-2 ag = -4.0	TLR4 MyD88 comp = 3.3	bIAP inh = -1.3	PPARg SRC3 recr = 2.7	DTT redox prof = -0.1	Lmaj promast = 18.9	S1P3 antagonist = .	bIAP act = 1	PPARg SRC-1 ag = 5.6

COCCN1C(=O)C(O)=C(C(C)=O)C1c1ccc(F)cc1 (stereo not given)
  ROMK mod = 1.75	TR-FRET SRC-2 ct = 1607	PPARg SRC-2 ag = -5.2	TLR4 MyD88 comp = -3.4	bIAP inh = 0.3	PPARg SRC3 recr = 4.0	DTT redox prof = 2.1	Lmaj promast = -2.5	S1P3 antagonist = -3.5	bIAP act = 1	PPARg SRC-1 ag = 0.4

In the list so far, 2 contain a nitro group on carbon.
SMILES	ROMK mod	TR-FRET SRC-2 ct	PPARg SRC-2 ag	TLR4 MyD88 comp	bIAP inh	PPARg SRC3 recr	DTT redox prof	Lmaj promast	S1P3 antagonist	bIAP act	PPARg SRC-1 ag
Nc1ccccc1SCc1cc([N+](=O)[O-])cc2c1OCOC2	.	1538	1.0	0.4	17.6	14.0	2.6	14.6	.	0.8	-3.0
O=C(NCCc1cccc(Cl)c1)c1cccc([N+](=O)[O-])c1	0.0484	1494	0.7	-21.8	8.1	4.6	-0.1	8.0	-1.6	0.9	-0.1
